GLD-1 RNA inh – GLD-1/TGE RNA complex disruptors, primary screen, biochemical, fluorescence polarization | purified GLD-1 + fluorescein TGE RNA | inhibition, % at 5.96 µM | actives 0.44% (n = 320,000) | AID 2280, 2010;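 active = percent inhibition above a per-plate cutoff, the plate mean of test compounds plus 3 SD, cut at about 30% in these data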;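 note: 0% = DMSO wells with GLD-1 and probe and 100% = wells lacking GLD-1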
AHR act – AHR activators, primary screen, cell-based, luminescence, luciferase reporter, human | Aryl hydrocarbon receptor (Homo sapiens), P35869 | AHR-responsive luciferase reporter cells | activation, % at 5 µM | actives 2.5% (n = 320,000) | AID 2796, 2010; in the data active = activation above about 47%;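 note: 0% = vehicle wells and 100% = reference agonist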
Fam108B inh – mouse Fam108B serine hydrolase inhibitors, primary screen, counter-screen for RBBP9 inhibitor project, biochemical, fluorescence polarization | recombinant Fam108B, FP-Rh probe fluorescence polarization | inhibition, % at 9.51 µM | actives 0.33% (n = 300,000) | AID 1947, 2009;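 active = inhibition above the screen mean inhibition plus 3 SD, computed separately per campaign, cut at about 18% in these data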;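 note: inhibitors lower polarization as less probe binds the enzyme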
MEX-5 binding – MEX-5 zinc finger RNA-binding disruptors – biochemical, C. elegans, fluorescence polarization, MLPCN library, primary screen; activity score (negative = inhibition of binding), % at 10 µM; MEX-5/FITC-TCR2 RNA binding; active compounds read low; AID 1832, 2009; actives 0.38% (n = 300,000);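 active = inhibition past about -25% in most replicates, and total fluorescence under double the plate's negative control median, limit read from the data; inconclusive = replicates evenly split on the limit, or fluorescence at least double controls; inactive = too little inhibition in most replicates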;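 note: 0% = DMSO and -100% = 5 µM competing unlabeled TCR2 RNA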
pPAFAH FP inh – pPAFAH enzyme inhibitors, primary screen, biochemical, fluorescence polarization, human | AID 463082, 2010 | actives 1.5% (n = 330,000) | recombinant pPAFAH, FP-rhodamine probe fluorescence polarization | Platelet-activating factor acetylhydrolase (Homo sapiens), Q13093 | inhibition, % at 3.39 µM;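 active = inhibition above the mean inhibition across the screen plus 3 SD, cut at about 25% in these data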;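 note: inhibitors block binding of the rhodamine activity-based probe so polarization drops; 0% = enzyme with DMSO and 100% = wells lacking pPAFAH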
PAFAH1B2 FP inh – PAFAH1B2 enzyme inhibitors, primary screen, biochemical, fluorescence polarization, human; Platelet-activating factor acetylhydrolase IB subunit alpha2 (Homo sapiens), P68402; recombinant PAFAH1B2, FP-rhodamine activity probe; inhibition, % at 3.39 µM; actives 1.2% (n = 340,000);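 active = inhibition above the mean of all tested compounds plus 3 SD, cut at about 24% in these data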;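 note: 0% = enzyme with DMSO and 100% = wells lacking PAFAH1B2; many of its hits are not listed in these tables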
Target sequence (P68402 whole entry, looked up): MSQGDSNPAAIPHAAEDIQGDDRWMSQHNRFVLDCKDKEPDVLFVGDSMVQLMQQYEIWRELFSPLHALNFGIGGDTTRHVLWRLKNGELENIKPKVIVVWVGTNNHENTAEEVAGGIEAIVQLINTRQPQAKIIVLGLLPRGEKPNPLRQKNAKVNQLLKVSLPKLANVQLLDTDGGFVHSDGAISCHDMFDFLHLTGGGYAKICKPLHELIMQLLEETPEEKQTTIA
PME-1 primary – PME-1 inhibitors via competitive probe labeling, primary screen, biochemical, fluorescence polarization, FP-Rh probe, HTS | Protein phosphatase methylesterase 1 (Homo sapiens), Q9Y570 | recombinant PME-1 | inhibition, % at 5.9 µM | actives 0.53% (n = 320,000);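 active = inhibition above the campaign mean of all compounds plus 3 SD, cut at about 26% in these data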;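 note: competitive labeling of PME-1 active site by serine hydrolase directed probe; 0% = PME-1 with DMSO and 100% = wells lacking PME-1 enzyme; inhibitors block probe labeling so polarization falls and inhibition rises; many of its hits are not listed in these tables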
Bcl-xL primary – inhibitors of human Bcl-xL, primary screen, biochemical, fluorescence polarization, HTS | Bcl-2-like protein 1 (Homo sapiens), Q07817 | AID 2129, 2009 | actives 0.7% (n = 320,000) | inhibition, % at 10.9 µM | GST-Bcl-xL / FITC-Bim BH3 peptide fluorescence polarization;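 active = inhibition above the mean of all tested compounds plus 3 SD, cutoff set per campaign, cut at about 30% in these data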;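 note: 0% = DMSO wells and 100% = unlabeled Bim-BH3 peptide competitor; inhibitors lower millipolarization by displacing the labeled peptide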
Target sequence (Q07817 whole entry, looked up): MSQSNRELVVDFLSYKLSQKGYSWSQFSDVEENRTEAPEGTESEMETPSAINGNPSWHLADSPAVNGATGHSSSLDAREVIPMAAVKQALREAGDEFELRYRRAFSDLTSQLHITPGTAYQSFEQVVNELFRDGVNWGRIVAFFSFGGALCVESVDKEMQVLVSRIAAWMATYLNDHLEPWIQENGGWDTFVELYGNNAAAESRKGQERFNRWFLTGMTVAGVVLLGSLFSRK
MCL1 BIM primary – inhibitors of MCL1 binding to BIM-BH3, primary screen, biochemical, fluorescence polarization; Induced myeloid leukemia cell differentiation protein Mcl-1 (Homo sapiens), Q07820; GST-MCL1 / FITC-Bim-BH3 fluorescence polarization; inhibition, % at 10.9 µM; actives 0.68% (n = 320,000);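 active = inhibition above the mean inhibition of all tested compounds plus 3 SD, set per campaign, cut at about 40% in these data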;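 note: 0% = DMSO wells and 100% = unlabeled Bim-BH3 peptide control; higher means more loss of mP so more displacement of Bim peptide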
Target sequence (Q07820 whole entry, looked up): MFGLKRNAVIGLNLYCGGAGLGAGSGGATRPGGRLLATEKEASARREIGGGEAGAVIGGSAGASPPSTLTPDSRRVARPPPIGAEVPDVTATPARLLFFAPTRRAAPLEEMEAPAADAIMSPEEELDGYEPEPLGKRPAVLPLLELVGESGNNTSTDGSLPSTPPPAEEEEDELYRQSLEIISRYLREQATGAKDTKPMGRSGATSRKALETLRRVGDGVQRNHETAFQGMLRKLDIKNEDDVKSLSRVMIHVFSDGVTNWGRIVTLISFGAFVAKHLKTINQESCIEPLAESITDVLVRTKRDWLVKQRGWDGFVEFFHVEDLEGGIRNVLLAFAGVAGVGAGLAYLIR
* hit, by the source's call; ? = inconclusive; . = no result given. Only part of the results is shown; the hit share may differ from the screen's.

SMILES	GLD-1 RNA inh	AHR act	Fam108B inh	MEX-5 binding	pPAFAH FP inh	PAFAH1B2 FP inh	PME-1 primary	Bcl-xL primary	MCL1 BIM primary
O=c1c2ccccc2nc(CN2CCCCCC2)n1-c1ccc(F)cc1	0.8	11.2	-1.7	1.2	0.6	-1.0	-4.2	2.0	7.2
C=CCn1c(O)c(C(CC)=NCCCO)c(=O)[nH]c1=O	2.7	0.8	15.8	1.5	3.7	2.2	3.1	2.5	1.6
COc1c(C)cc(C(=O)C2CCCN(C3CCOCC3)C2)cc1C (stereo not given)	-2.3	-1.4	0.0	1.9	4.3	-2.4	0.6	-1.6	-0.3
O=C1N=c2ccccc2=C/C1=C\c1c(O)[nH]c(=S)[nH]c1=O	-4.9	3.1	-2.6	0.9	-5.2	3.5	0.6	7.5	8.0
C/C(CC(c1ccccc1)c1c(O)c2ccccc2oc1=O)=N\Nc1ccc([N+](=O)[O-])cc1[N+](=O)[O-] (stereo not given)	1.4	11.9	5.5	-3.4	2.8	12.2	5.2	-0.3	-8.4
CCOC(=O)c1c(C)n(Cc2ccccc2)c2ccc(OCC(O)CN3C(=O)CNC3=O)cc12 (stereo not given)	2.5	10.4	0.5	0.8	13.1	7.0	4.6	6.1	2.7
CC(=O)N1CCCSC1=Nc1ccccc1	1.0	0.9	-0.4	1.2	3.9	2.7	3.7	5.2	-2.0
COc1ccc(-n2c(/C=C3\C(=O)Nc4ccccc43)nc3ccccc3c2=O)cc1	4.8	2.7	3.9	-0.7	0.9	6.4	3.7	3.3	1.5
CC(=O)N1CCC2(CC1)CC(=O)c1cc(OCC(=O)N3CCN(C)CC3)ccc1O2	4.1	-1.5	3.9	-0.5	-4.8	-4.1	-8.1	2.6	0.5
CCCCCCn1c(=O)c(C(=O)Nc2cccc(C)n2)c(O)c2ccccc21	-1.7	4.8	3.9	-0.2	-3.1	0.1	0.6	3.9	10.1
CC(C)NC(C)C(=O)c1ccc2ccccc2c1 (stereo not given)	3.7	0.3	5.5	0.4	2.0	0.5	-0.3	7.0	12.6
Cc1cc(OCC(=O)NCC2CCC(C(=O)O)CC2)c2c3c(c(=O)oc2c1)CCC3 (stereo not given)	0.7	-0.8	0.5	-3.9	0.0	-0.7	5.1	4.9	9.6
O=C(CN1CCCCC1)c1ccc2c(c1)OCO2	1.7	0.4	-1.7	0.3	1.6	6.7	-6.3	1.5	-5.0
CCOC(=O)c1c(/N=C/C2C(=O)NC(=S)NC2=O)sc(C)c1C	-13.1	4.9	-3.1	?	-1.6	.	-0.3	-3.5	-13.6
COc1ccc(-c2[nH]ncc2CNC(C)Cc2cccc(C)n2)cc1F (stereo not given)	8.9	1.2	1.3	-0.9	3.9	1.0	1.6	0.9	-5.8
Nc1c(C(=O)NCCN2CCOCC2)c2nc3ccccc3nc2n1Cc1ccccc1	-4.9	7.2	-5.0	1.5	8.5	1.9	4.2	-7.5	-6.9
CCCCn1c(=O)c(C(=O)Nc2ccccc2Cl)c(O)c2ccccc21	-4.2	17.4	-0.5	0.2	5.6	5.4	-1.8	-0.8	0.6
Fc1ccc(N2CCN(Cc3cc4c(cc3Br)OCO4)CC2)cc1	2.3	0.9	1.9	-3.7	4.9	3.1	0.1	2.7	3.7
OCC#CC[N+]1(CC#Cc2ccccc2)CCOCC1	2.2	-1.2	2.1	-0.4	3.9	6.4	0.6	-1.2	7.6
C[N+](C)(C)CCc1ccc(O)cc1	3.0	-0.1	-1.6	-1.9	6.0	4.8	-3.6	-12.5	-16.9
C/C(=N\NC(=O)c1ccncc1)c1c(O)n(-c2ccccc2)c(=O)[nH]c1=O	3.1	15.0	-0.2	-0.5	-9.3	.	-9.9	5.1	7.6
N#Cc1ccccc1Cn1cc(C(=O)c2ccccc2F)c2ccccc21	3.3	-1.1	-6.5	1.4	72.0*	-5.6	5.2	1.4	-3.6
O=C(c1cc(-c2cccnc2)nc2ccc(Cl)cc12)N1CCC2(CC1)OCCO2	8.9	14.1	0.6	0.4	0.9	-4.4	1.4	4.0	-1.6
CCCCN1CCC(O)(c2ccccc2)C(C(=O)c2ccccc2)C1 (stereo not given)	1.8	0.4	4.8	-0.7	5.8	5.9	-5.7	3.3	0.1
CN1CCN(/N=C/c2c(O)n(Cc3ccc(F)cc3)c(=O)[nH]c2=O)CC1	-5.0	0.7	-2.2	1.7	2.9	2.2	6.2	-0.7	-15.7

The list goes on.
SMILES	GLD-1 RNA inh	AHR act	Fam108B inh	MEX-5 binding	pPAFAH FP inh	PAFAH1B2 FP inh	PME-1 primary	Bcl-xL primary	MCL1 BIM primary
CC(=O)Nc1cc(C(=O)N2CCC3(CC2)OCCO3)ccc1S(=O)(=O)c1ccc(Cl)cc1	-0.6	-2.2	5.9	0.1	3.2	1.1	-4.5	-0.2	-1.0
O=C(Cc1ccccc1)OCn1nnc2ccccc2c1=O	4.8	0.2	-3.3	-2.3	0.1	2.6	-1.2	2.4	4.6
c1ccc2oc(N3CCNCC3)nc2c1	2.6	-3.2	-0.2	-2.1	0.2	0.0	-8.1	0.7	8.2
Cc1cnc[nH]1	-1.4	-0.1	.	.	-1.8	5.9	-2.8	5.2	3.5
CC(C)n1cc(C(=O)N(CC(=O)NC2CCCC2)Cc2ccccc2)cn1	-1.6	-1.1	0.9	-6.0	-1.4	-1.2	-4.6	1.7	-2.8
CN1CCC(N(C)c2nc(-c3ccccc3)nc3ccccc23)CC1	7.7	16.9	1.0	1.0	-6.1	-6.5	0.1	4.0	1.7
Cn1c(O)c(C(=NCCc2c[nH]c3ccccc23)c2ccccc2)c(=O)n(C)c1=O	-0.4	1.1	-3.0	-3.6	-5.0	2.6	-5.2	-2.6	0.6
CC(C)c1ccc(N=Cc2c(O)n(C3CC3)c(=S)[nH]c2=O)cc1	3.0	4.0	1.5	-0.4	4.0	5.3	0.6	5.5	-0.3
O=c1[nH]c(=O)n(Cc2ccc(F)cc2)c(O)c1C=NCCCn1ccnc1	5.1	24.2	-4.7	2.3	6.8	4.9	-5.5	3.3	-2.2
CCOC(=O)c1c(/N=C/C2C(=O)NC(=S)NC2=O)sc2c1CCC2	-192.0	5.3	-3.8	-30.5*	1.1	.	3.0	-91.8	-84.9
CCC(C)n1c(O)c(/C=N/Nc2ccccc2)c(=O)[nH]c1=S (stereo not given)	-0.7	12.6	1.2	0.1	9.2	6.7	1.1	7.9	0.3
Cc1cc(C)[n+](CCCC[n+]2c(C)cc(C)cc2C)c(C)c1	-2.7	1.4	-1.2	1.2	4.6	-0.4	3.1	-2.9	-1.2
Cc1ccc(N2C(=O)NC(=O)/C(=C\c3cc(C)n(-c4cc(C(=O)O)cc(C(=O)O)c4)c3C)C2=O)cc1	4.8	-2.7	0.3	-1.3	7.3	-1.6	-5.8	3.1	8.3
CC1(C)CC(CCNCc2ccc3c(c2)OCO3)(Cc2ccccc2)CCO1 (stereo not given)	4.2	8.0	2.7	-0.9	1.9	2.3	-0.1	7.5	3.0
CCCCP(=O)(O)c1ccccc1	3.4	-1.0	-1.7	-0.4	0.5	1.5	-2.5	-0.3	4.1
O=C(C1CC(=O)N(C2CCCCC2)C1)N1CCC2(CC1)OCCO2 (stereo not given)	2.6	0.8	1.9	0.9	-1.3	0.5	6.4	-2.0	-1.2
C=CCN1C(=O)NC(=O)/C(=C/c2cc3c4c(c2)CCCN4CCC3)C1=O	-2.3	1.6	0.3	-2.2	5.5	-5.0	1.5	4.4	-22.9
CCC(=NCc1cc(OC)cc(OC)c1)c1c(O)n(C)c(=O)n(C)c1=O	10.9	11.6	2.2	0.9	1.0	8.0	3.8	-1.0	-0.3
O=C1CC(=O)N(c2cccc(F)c2)C(=O)N1	-3.3	3.9	3.6	4.6	-0.4	10.1	1.7	-7.1	-19.3
CN1CC(C(=O)c2ccc(F)cc2)C(c2ccc(F)cc2)C1 (stereo not given)	3.2	0.0	7.9	0.2	-1.3	19.9	-0.2	2.5	10.1
CCCCn1c(O)c(C(CC)=Nc2ccc(OCC)cc2)c(=O)[nH]c1=O	-3.6	4.3	0.9	-0.2	3.4	0.3	-5.5	1.1	2.4
COC(=O)C1=C(c2cccc(OCc3ccccc3)c2)C[C@@H]2CC[C@H]1N2C(=O)NCc1cccc(F)c1	-3.7	0.2	.	.	6.2	8.7	-6.4	-2.8	-5.7
CC(C)Cc1nc(N2CCNCC2)c(C#N)c2c1CCC2	3.6	1.5	0.1	.	5.9	.	-0.5	3.6	8.2
Cc1ccc(S(=O)(=O)CC(=O)c2cc(C)c(OC(=O)N(C)C)c(C)c2)cc1	6.1	5.8	2.1	0.6	1.1	3.6	1.5	8.8	2.8
COc1cccc(OC)c1C1=NCC(=O)Nc2c1oc1ccc(Br)cc21	3.9	3.6	-5.8	1.2	4.2	4.9	45.2*	0.1	0.1

(further entries)
SMILES	GLD-1 RNA inh	AHR act	Fam108B inh	MEX-5 binding	pPAFAH FP inh	PAFAH1B2 FP inh	PME-1 primary	Bcl-xL primary	MCL1 BIM primary
CSc1nc(N)c(N=Nc2ccc([As](=O)(O)O)cc2)c(=O)[nH]1	-1.8	0.7	-2.2	-33.5*	2.0	9.9	-4.2	9.6	8.1
CN(C)C(=O)Oc1ccc(OC(=O)N(C)C)cc1	-1.9	0.3	-0.5	2.6	0.6	2.7	-7.3	3.0	-2.8
NC(Cc1ccccc1)c1nc(-c2ccccc2)no1 (stereo not given)	-11.8	0.8	0.0	-2.4	5.4	3.6	4.7	-0.2	1.2
COC(=O)C1=C(c2ccc(F)cc2OCc2ccccc2)C[C@@H]2CC[C@H]1N2C(=O)NCc1cc(C)oc1C(F)(F)F	-3.1	-1.7	.	.	1.7	1.3	.	.	.
O=c1c2ccccc2nc(/C=C\c2ccccc2[N+](=O)[O-])n1-c1ccccc1O	8.7	12.2	1.2	-1.5	10.7	-3.5	4.7	3.0	0.5
CC1CN(c2ccc([N+](=O)[O-])cc2Cl)CCN1 (stereo not given)	-1.3	-0.5	0.1	-0.5	0.9	1.7	6.9	5.2	6.7
CC[N+]12CCC(CC1)C(=C(c1ccccc1)c1ccccc1)C2	-6.9	-0.5	2.9	-0.7	1.4	2.9	-3.6	-2.9	-2.7
CC(Cc1ccccc1)NC(=O)C(c1ccc(N)cc1)c1ccc(N)cc1 (stereo not given)	-6.1	0.3	-3.1	-1.0	6.9	2.3	1.6	-1.9	-3.2
NC(=S)N/N=C/c1coc2ccccc2c1=O	5.8	6.0	-1.5	-2.1	0.5	-0.7	2.9	9.2	6.9
O=C1C2CCCN2C(c2cccnc2)N1c1cccc(Cl)c1 (stereo not given)	-0.6	3.6	2.2	-1.8	-0.2	-0.3	0.0	2.2	-1.3
COC(=O)C1=C(c2cccc(OCc3ccccc3)c2)C[C@@H]2CC[C@H]1N2C(=O)NCCc1ccc(F)cc1	-0.1	-0.3	.	.	4.0	11.5	-2.6	2.4	6.0

Bioassay records from PubChem.
